From PubChem BioAssay
CHX counter – affects cycloheximide protein synthesis inhibition readout, counter-screen. cell reporter, cycloheximide protein synthesis inhibition counterscreen. max response, %. actives 12% (n = 300,000). AID 2314; in the data active = max response mostly above about 13%, no sharp cut-off; inactive = mostly below about 14%; also: read at 38.3 µM for the half of the compounds with a filed dose; 0% is about no effect
AmpC inh no detg – blocks E. coli AmpC beta-lactamase in detergent-free assay; P00811; AmpC nitrocefin hydrolysis, absorbance 480 nm, 0.0001% Triton; Potency, µM (top dose mostly 57.1 µM), for the others: at the top dose activity change, negative = inhibition, usual class: inhibitors; actives 0.52% (n = 330,000);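 also: potency is read from the fitted curve at half-maximal effect; plate controls were no compound for no effect and no enzyme for full effect; nearly all actives have a fitted effect of over 20% in size; some results filed as inactive show a strong effect at the top dose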
Target sequence (P00811 whole entry, looked up): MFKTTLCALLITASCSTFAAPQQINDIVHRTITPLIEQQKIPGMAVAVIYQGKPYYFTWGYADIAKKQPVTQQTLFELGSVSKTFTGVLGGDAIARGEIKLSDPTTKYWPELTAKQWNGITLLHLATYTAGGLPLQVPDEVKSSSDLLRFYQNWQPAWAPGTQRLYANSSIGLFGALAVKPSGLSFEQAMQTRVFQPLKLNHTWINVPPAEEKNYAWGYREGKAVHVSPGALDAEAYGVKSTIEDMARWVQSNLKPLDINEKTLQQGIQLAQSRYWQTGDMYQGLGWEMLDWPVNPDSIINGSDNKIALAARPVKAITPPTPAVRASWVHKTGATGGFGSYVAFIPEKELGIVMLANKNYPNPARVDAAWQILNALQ
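AmpC (5.3 nM in the dispensed reagent) in 20 mM phosphate pH 7.0 with 0.01% (detergent screen) or 0.0001% Triton X-100 was preincubated with compounds for 15 min at room temperature. Nitrocefin was then added from an 800 uM solution, and hydrolysis was followed at 480 nm.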
Pf growth 48h – inhibits P. falciparum growth in the first generation, 48 h. P. falciparum luciferase growth in erythrocytes, 48 h. actives 5.9% (n = 310,000). Potency, µM (top dose mostly 28.7 µM), inactives show at the highest dose activity change, negative = inhibition, hits mostly inhibitors; also: potency is read from the fitted curve at half-maximal effect; % is scaled to controls: 0 for no effect and ±100 for the full control effect
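Parasite viability was followed by luminescence of a genomically integrated firefly luciferase. Cultures held 0.1% parasitemia at 2% hematocrit (final), incubated under 5% CO2 at 37 C.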
Shiga inhibitor – Shiga toxin inhibition. Vero cells, Shiga toxin protein synthesis inhibition reporter. inhibition, % at 38.7 µM. actives 9.2% (n = 290,000). AID 2315; in the data active = inhibition mostly above about 28%, no sharp cut-off; inactive = mostly below about 43%; also: 0% is about no effect
Pf growth 96h – inhibits malaria parasite growth, 96 h; P. falciparum luciferase reporter growth, 96 h; Potency, µM (titrated, usually from 28.7 µM), without a hit: at the highest dose activity change, negative = inhibition, most hits filed as inhibitors; actives 6.9% (n = 320,000); AID 504834; also: potency is read from the fitted curve at half-maximal effect; % is scaled to controls: 0 for no effect and ±100 for the full control effect
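Luminescence readout: decreased luciferase signal marks inhibited growth of reporter-expressing P. falciparum in infected red cells (2% hematocrit, 0.05% parasitemia final), exposed to compound two generations (96 h, 37 C, 5% CO2).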
LmPK inhibitor – inhibitors of Leishmania mexicana pyruvate kinase; purified LmPK, Kinase-Glo ATP luminescence, 1 h; Potency, µM (series often up to 57.5 µM), inactives show at the highest dose activity change, negative = inhibition, hits mostly inhibitors; actives 0.37% (n = 290,000); also: potency is read from the fitted curve at half-maximal effect; % is scaled to controls: 0 for no effect and ±100 for the full control effect
Target sequence (Q27686 whole entry, looked up): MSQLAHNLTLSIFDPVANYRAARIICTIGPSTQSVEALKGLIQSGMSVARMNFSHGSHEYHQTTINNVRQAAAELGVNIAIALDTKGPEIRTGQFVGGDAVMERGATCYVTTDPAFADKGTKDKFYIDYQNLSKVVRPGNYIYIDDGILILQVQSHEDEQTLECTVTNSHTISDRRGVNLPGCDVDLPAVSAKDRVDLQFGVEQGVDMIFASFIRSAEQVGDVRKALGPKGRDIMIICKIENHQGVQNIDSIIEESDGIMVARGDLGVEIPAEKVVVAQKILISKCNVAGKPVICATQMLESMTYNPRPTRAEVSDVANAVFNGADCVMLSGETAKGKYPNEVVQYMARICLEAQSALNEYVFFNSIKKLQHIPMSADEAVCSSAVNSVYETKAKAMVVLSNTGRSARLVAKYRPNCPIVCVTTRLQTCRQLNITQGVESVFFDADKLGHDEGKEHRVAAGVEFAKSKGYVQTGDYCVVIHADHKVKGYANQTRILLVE
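ATP generated from ADP (0.1 mM) and PEP (0.5 mM) by 0.1 nM LmPK over 1 h at room temperature (pH 7.2 imidazole buffer) was detected by coupled luciferase luminescence. Values were normalized to uninhibited and no-enzyme wells.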
TbPYK inhibitor – inhibitors of Trypanosoma brucei pyruvate kinase | actives 0.12% (n = 410,000) | Potency, µM (doses to about 76.8 µM), for the others: top-dose activity, negative = inhibition, most hits filed as inhibitors | AID 624173 | Q57TT1 | TbPYK enzyme, Kinase-Glo Plus ATP luminescence, 45 min; also: potency is read from the fitted curve at half-maximal effect; % is scaled to controls: 0 for no effect and ±100 for the full control effect; nearly all actives have a fitted effect of over 50% in size
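TbPYK + substrate in 50 mM TEA pH 7.2, 100 mM KCl, 10 mM MgCl2, 0.05% BSA, 0.01% Tween-20; cpd pinned; ADP 130 uM final; 45 min RT; Kinase-Glo Plus 10 min; luminescence endpoint.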
An asterisk follows results filed as active; u = inconclusive; x = not tested or not shown; [ ] = remark or other dose. Unless noted, calls follow the shape of the dose curve; as a rule, active = well fitted curve in the direction sought with a large enough effect; inconclusive = small, poorly fitted or top-dose-only effect, or another doubt; inactive = no such curve, though single readings can be large; an effect the other way counts as inactive or inconclusive.

SMILES	CHX counter	AmpC inh no detg	Pf growth 48h	Shiga inhibitor	Pf growth 96h	LmPK inhibitor	TbPYK inhibitor
CC(C)(C)C(=O)Nc1ccc(-c2nc3ccccc3c(=O)o2)cc1	-3	-17%	32%[activator]	-11	7%	-5%	-2%
O=C(NN1C(=O)c2ccccc2NC1c1ccoc1)c1ccc([N+](=O)[O-])cc1 (stereo not drawn)	-5	-27%	28%	19	u	-3%	1%
S=C(NCc1ccccn1)Nc1ccccc1Cl	27	-11%	48%[activator]	13	52%[activator]	-8%	-8%
CCOc1ccccc1NC1=NCC(=O)N1Cc1ccc(F)cc1	-3	-11%	-5%	2	u	-2%	-4%
Cc1cc(Nc2ccccc2)nn1C(=O)c1ccc([N+](=O)[O-])cc1	-3	-13%	2%	-7	9.3µM*	4%	-8%
Cc1ccc(S(=O)(=O)CC(=O)c2cc(C)c(OC(=O)N(C)C)c(C)c2)cc1	19	44%	u	40	-1%	8%	7%
COc1ccc2nc(NC(=O)CCN3C(=O)c4ccccc4C3=O)sc2c1	11	-23%	11%	14	0%	0%	8%
CCc1ccc(NC(=S)N2CCC(NC(=O)C3CCCCC3)CC2)cc1	-1	-9%	14%	-12	-24%	3%	-2%
CCC(=O)n1nc(NCc2ccccc2OC)nc1NCc1ccccc1OC	-2	-2%	u	19	16%	-1%	-2%
COc1ccc(NC(=O)c2cc(-c3ccccn3)nc3c(C)cc(C)cc23)c(C)c1	-2	-6%	u	8	-23%	-3%	8%
O=C(Nc1nnc(CCN2CCOCC2)s1)C1CCCCC1	-5	-3%	-2%	24	x	-6%	-1%
CCOC(=O)c1c(NC(=S)NC(=O)c2ccc(Cn3cc(Cl)cn3)o2)sc2c1CCCCC2	3	-15%	9%	-6	65%[activator]	2%	2%
CCc1cc(-c2n[nH]c(=S)n2-c2cccc(C)c2)cs1	12	-17%	-12%	-23	x	4.5µM*	11µM*
CCN1CCN(c2cc(C)c3cc(NC(=O)c4ccccc4F)ccc3n2)CC1	14	115%[activator]	x	21	4.7µM*	14%	-8%
CC(C)Cc1nc(N2CCNCC2)c(C#N)c2c1CCC2	-1	16%	u	-2	-2%	1%	-3%
COc1ccc(S(=O)(=O)NCCc2cn3nc(C)c(C)nc3n2)cc1C	7	-10%	-16%	-1	u	4%	-1%
CC(=O)c1c(C)[nH]c(C(=O)OCC(=O)c2c(N)n(C)c(=O)n(C)c2=O)c1C	-3	-10%	8%	-6	21%	1%	x
O=C(Nc1ccc(C(F)(F)F)cc1)c1csc(-c2ccncc2)n1	9	42%	u	-16	u	1%	-3%
O=C(O)C1CCC(=O)N(C2CCCCC2)C1c1ccccc1 (stereo not drawn)	-2	-16%	-11%	-7	-17%	0%	-8%
CCOc1ccc(S(=O)(=O)N(C)c2ccc(OCC(=O)NC3=NCCS3)cc2)cc1	6	-15%	9%	17	0%	3%	1%
O=C1[C@@H]2C[C@@H]3C[C@H]1C[C@@](O)(C3)C2	x	x	-3%	x	-2%	x	5%
CC(/C=C/c1ccc2c(c1)OCO2)=N\NC(=O)c1cccc([N+](=O)[O-])c1	20*	-5%	x	35	u	-1%	-3%
O=C(NC1CCSC1=O)C1CCCCC1 (stereo not drawn)	-2	-5%	25%	-4	11%	-1%	-3%
CCCn1c(N)c(C(=O)COC(=O)CNC(=O)c2ccccc2OCC)c(=O)[nH]c1=O	x	-11%	0%	x	u	x	7%
Cc1ccc(-c2csc3ncnc(Cl)c23)cc1	-3	-24%	1.5µM*	17	2.6µM*	0%	-2%
O=C(NC(=S)Nc1cc(-c2nc3ccccc3[nH]2)ccc1Cl)c1ccc2c(c1)OCO2	70*	-9%	4.7µM*	78*	u	-10%	-1%
Cc1nc2oc3ccc(F)cc3c(=O)c2cc1C(=O)NC(C)(C)C	41*	-18%	59%[activator]	128*	76%[activator]	-3%	3%
Cc1cc(NC(=O)c2cc([N+](=O)[O-])cc([N+](=O)[O-])c2)no1	-2	-17%	u	-11	u	3%	2%
CCOC(=O)C1=C(C)Nc2ncnn2C1c1ccc2c(c1)OCO2 (stereo not drawn)	-2	-11%	-10%	17	x	-2%	-6%
NS(=O)(=O)c1ccc(CCNC(=O)Cn2c(=O)c3cccn3c3cccnc32)cc1	7	-17%	40%[activator]	-8	u	0%	-2%
C/C(=N/NC(=O)c1ccc2nc[nH]c2c1)c1cccs1	39*	-16%	149%[activator]	55*	134%[activator]	-10%	-5%
CC1CCN(S(=O)(=O)c2cc(Cl)ccc2Br)CC1	6	-41%	-7%	-26	-2%	0%	1%
O=C(CCN1C(=O)c2ccccc2C1=O)CN1CCOCC1	-3	-10%	26%	-3	35%[activator]	0%	-10%
COCCn1c(SCC(=O)N2CCCCC2)nc2ccccc2c1=O	5	90%[activator]	u	-11	u	-8%	-9%
Cc1ccc(C2(C)NC(=O)N(CC(=O)NNC(=O)c3ccccc3)C2=O)cc1 (stereo not drawn)	x	-19%	-25%	x	-11%	x	1%
CCn1c(SCC(=O)NC(C)C(C)C)nc2cc(S(=O)(=O)N3CCOCC3)ccc21 (stereo not drawn)	-1	63%[activator]	u	10	u	-3%	-9%
CCCc1cc(C(=O)Nc2cc(OC)c(Cl)cc2OC)no1	-3	-2%	x	12	55%[activator]	1%	3%
O=C(O)CCC(=O)Nc1ccccc1C(=O)Nc1ccccc1	4	0%	1%	21	x	5%	-2%
O=C(CC1Sc2ccccc2NC1=O)OC(C(=O)NCCc1ccccc1)c1cccnc1 (stereo not drawn)	-3	7%	1%	-21	9%	2%	1%
CC(C)c1ccc(/C=N/NC(=O)c2nnn(-c3nonc3N)c2CN(C)C2CCCCC2)cc1	-2	-24%	2%	-7	3%	-1%	0%
COc1cc2c(=O)n(Cc3ccccc3)c(=O)n(CC(=O)NCC3CCCO3)c2cc1OC (stereo not drawn)	-1	-12%	2%	14	11%	-9%	-2%
CCCCn1nnc(NC(=O)CC23CC4CC(CC(C4)C2)C3)n1	7	0%	u	-18	9%	4%	-3%
Clc1ccc(CSc2nnc([C@@H]3CCCN3)o2)cc1	-2	-2%	-3%	4	-17%	2%	8%
COc1ccc(C(C#N)N2CCC(c3ccccc3)=N2)cc1OC (stereo not drawn)	17*	-4%	8%	27	-1%	0%	-3%
O=C1CC(N2CCOCC2)=NN1c1ccc([N+](=O)[O-])cc1	18*	-19%	u	29	u	-1%	0%
CC(=O)Nc1ccc(S(=O)(=O)N2CCSC2c2ccco2)cc1 (stereo not drawn)	-1	-17%	-12%	-5	u	8%	-2%
CCOc1ccc(S(=O)(=O)N2CC(=O)Nc3ccccc32)cc1C#N	-7	-8%	6%	-8	u	0%	-6%
N#Cc1c(F)cccc1N1CCOCC1	-1	-12%	13%	14	-11%	-4%	-1%
CC1(C(=O)Nc2ccc3c(c2)OCO3)CC1(Cl)Cl (stereo not drawn)	16*	-18%	20%	29*	24%	-11%	0%
Cc1sc2ncnc(N3CCC(C(=O)Nc4ccc(S(N)(=O)=O)cc4)CC3)c2c1C	x	-5%	u	x	u	x	0%
COc1cc(C(=O)NCC2CCCCC2)cc(OC)c1OC	-2	-7%	u	20	u	1%	-3%
COc1cccc(NC(=O)CN2C(=O)NC3(CCCC3)C2=O)c1	-2	-15%	23%	-3	21%	3%	1%
CCN(Cc1ccccc1)S(=O)(=O)c1nc2nc(C)c(C)c(C)n2n1	-2	-1%	-1%	-13	93%[activator]	3%	4%
O=C(Cn1cc(C(=O)c2cccs2)c2ccccc21)NCc1ccc2c(c1)OCO2	-5	-60%	x	-4	5%	-7%	-1%
COc1cccc(OC)c1C1=NCC(=O)Nc2c1oc1ccc(Br)cc21	-4	-19%	u	-8	1.9µM*	-1%	-6%
CCC(C(=O)NCc1ccc(C)o1)n1nc(C)c2c(C)n(-c3ccccc3)nc2c1=O (stereo not drawn)	-4	-9%	-24%	-5	u	-8%	1%
O=C(CCNC(=O)c1ccc(Br)cc1)NCc1ccccn1	x	-18%	3%	x	2%	x	0%
COc1ccccc1CNC(=O)CSC(=S)N1CCCC1	x	-12%	8%	x	0%	x	2%
O=C(Nc1ccccc1)Nc1nnc(SCc2ccc(Cl)cc2)s1	-3	-27%	5%	-12	u	0%	2%
CCOC1=NS(=O)(=O)c2ccccc21	-2	-8%	21%	-9	4%	-1%	-8%

3 entries out of the list, arranged by heavy-atom count, rising:
SMILES	CHX counter	AmpC inh no detg	Pf growth 48h	Shiga inhibitor	Pf growth 96h	LmPK inhibitor	TbPYK inhibitor
S=C(NCc1ccccn1)Nc1ccccc1Cl	27	-11%	48%[activator]	13	52%[activator]	-8%	-8%
Clc1ccc(CSc2nnc([C@@H]3CCCN3)o2)cc1	-2	-2%	-3%	4	-17%	2%	8%
O=C(O)C1CCC(=O)N(C2CCCCC2)C1c1ccccc1 (stereo not drawn)	-2	-16%	-11%	-7	-17%	0%	-8%

Two entries from above, as a markdown table:
| smiles | CHX counter | AmpC inh no detg | Pf growth 48h | Shiga inhibitor | Pf growth 96h | LmPK inhibitor | TbPYK inhibitor |
| --- | --- | --- | --- | --- | --- | --- | --- |
| CCn1c(SCC(=O)NC(C)C(C)C)nc2cc(S(=O)(=O)N3CCOCC3)ccc21 (stereo not drawn) | -1 | 63%[activator] | u | 10 | u | -3% | -9% |
| CCCc1cc(C(=O)Nc2cc(OC)c(Cl)cc2OC)no1 | -3 | -2% | x | 12 | 55%[activator] | 1% | 3% |

(further entries)
SMILES	CHX counter	AmpC inh no detg	Pf growth 48h	Shiga inhibitor	Pf growth 96h	LmPK inhibitor	TbPYK inhibitor
COc1ccc(NC(=O)c2c(-c3ccccc3Cl)noc2C)c(OC)c1	-3	1%	2.6µM*	17	0%	2%	0%
CCOc1ccc(N2C(=O)Nc3ccccc3C2(O)C(=O)NCc2ccc3c(c2)OCO3)cc1 (stereo not drawn)	-2	0%	26%	-8	u	-2%	2%
CCOC(=O)N1CCN(C(=O)c2cc3c(=O)n(C)c4ccccc4c3n2C)CC1	-4	-16%	x	-16	-10%	3%	-8%
CCOc1ccc(/C=N/NC(=O)COc2ccccc2-c2ccccc2)cc1	1	-45%	u	-25	28%	4%	2%
CN(C)S(=O)(=O)c1ccc(Cl)c(NC(=O)CN2CCCC2)c1	-1	-4%	16%	26	23%	7%	-4%
Cc1cc2c(c(=O)o1)C(Cc1ccccc1)C(C#N)=C(N)O2 (stereo not drawn)	2	-21%	x	-7	17%	4%	-5%
COC(=O)c1c(-c2ccc(F)cc2)csc1NC(=O)c1ccco1	61*	-22%	-6%	94*	u	5%	-8%
COc1ccc(C(N)=S)c(OC)c1	1	-19%	-14%	-11	-15%	-7%	4%
CCn1c(Cn2nnc(-c3ccccc3)n2)nnc1SCc1ccc(Cl)c(Cl)c1	-1	42%	u	-2	10%	6%	-5%
COc1ccc(C2c3c(ccc4ccccc34)Oc3ncn4nc(-c5ccco5)nc4c32)cc1OC (stereo not drawn)	6	-13%	u	-9	u	-3%	3%
Cc1ccc(OCCSc2nnc(NC(=O)c3ccco3)s2)cc1	-4	u	6%	10	x	9%	2%
Oc1cc2ccccc2cc1-c1n[nH]c(=S)o1	0	-40%	8%	-17	u	u	u
